Assay outcomes from PubChem.
ABCG2 inh: ABCG2 efflux pump inhibitors, primary screen, multiplex with ABCB1, IgMXP3 cells, flow cytometry; JC-1 efflux; inhibition, % at 6.6 µM; Broad substrate specificity ATP-binding cassette transporter ABCG2 (Homo sapiens), Q9UNQ0; hit rate 0.1% among 190,000; AID 1325, 2008;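 active = inhibition above 80%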;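 also: 0% = DMSO and 100% = nicardipine control wells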
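System: two drug-resistant human cell lines, ABCG2 and ABCB1; controls: nicardipine high and DMSO low controls; times: 10 min exposure at 25 °C with rotation, no wash; detection: flow cytometry of retained JC-1 fluorescence; read-out basis: percent efflux inhibition, scaled nicardipine 100% to DMSO 0%; doses: one concentration, 6.6 µM final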
RGS8-Gao: RGS8-Galphao binding modulators, primary screen, biochemical, multiplexed bead flow cytometry; Guanine nucleotide-binding protein G(o) subunit alpha (Homo sapiens), P09471; actives lie on both sides; response (percent of control binding), % at 10 µM; hit rate 0.34% among 220,000; AID 1423, 2008; in the data active = response below about 60% or above about 140%; inactive = in between;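 also: Galphao activated as the GDP aluminium fluoride complex binding bead-coupled RGS8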
ABCB1 block: ABCB1 efflux pump inhibitors, primary screen, cell-based, multiplex, flow cytometry, ABCG2 counter-screen; ATP-dependent translocase ABCB1 (Homo sapiens), P08183; CCRF-Adr cells, JC-1 efflux; inhibition, % at 6.6 µM; hit rate 0.067% among 190,000; AID 1326, 2008; in the data active = inhibition above about 40%;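 also: 0% = vehicle and 100% = reference inhibitor; higher value means more JC-1 retained so stronger ABCB1 efflux block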
Bcl-2 Bim block: inhibitors of Bim-Bcl-2 binding, primary screen, biochemical, multiplexed, human Bcl-2 family; AID 950, 2007; Apoptosis regulator Bcl-2 (Homo sapiens), P10415; hit rate 0.06% among 190,000; inhibition, % at 10 µM; Bead-based flow cytometry, Bim peptide-Bcl-2 binding; in the data active = inhibition above about 40%; inconclusive = no clear call, values can overlap the other calls;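 also: 0% = no compound wells with probe peptide and 100% = reference peptide inhibitor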
Bcl-XL Bim block: inhibitors of Bim-Bcl-XL binding, primary screen, biochemical, multiplexed, bead flow cytometry, human Bcl-XL | Bcl-2-like protein 1 (Homo sapiens), Q07817 | Bim peptide-Bcl-XL binding, fluorescence | AID 1007, 2008 | inhibition, % at 10 µM | hit rate 0.04% among 190,000
RGS4-Gao reg: modulators of RGS4 binding to Galphao, primary screen, biochemical, multiplexed bead flow cytometry | Guanine nucleotide-binding protein G(o) subunit alpha (Homo sapiens), P09471 | hit rate 0.33% among 220,000 | binding response (% of control), % at 10 µM | AID 1415, 2008 | actives lie on both sides; in the data active = binding response below about 49% or above about 150%; inactive = in between;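 also: fluorescent Galphao activated with aluminum fluoride binding bead-coupled RGS4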
RGS7-Gao: RGS7-Galphao binding modulators, primary screen, biochemical, multiplexed bead flow cytometry; Guanine nucleotide-binding protein G(o) subunit alpha (Homo sapiens), P09471; hit rate 0.35% among 220,000; actives lie on both sides; binding response (% of control), % at 10 µM; in the data active = binding response below about 49% or above about 150%; inconclusive = no clear call, values can overlap the other calls; inactive = in between;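 also: fluorescent Galphao held in activated GDP-AlF4 state binding bead-coupled RGS7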
Mcl-1 Bim block: inhibitors of Bim peptide binding to Mcl-1, primary screen, biochemical, bead-based flow cytometry, multiplex; Induced myeloid leukemia cell differentiation protein Mcl-1 (Homo sapiens), Q07820; Bim peptide-Mcl-1 binding; inhibition, % at 10 µM; hit rate 0.1% among 190,000;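 also: 0% = no compound tracer wells and 100% = peptide blocker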
Target sequence (Q07820 whole entry, looked up): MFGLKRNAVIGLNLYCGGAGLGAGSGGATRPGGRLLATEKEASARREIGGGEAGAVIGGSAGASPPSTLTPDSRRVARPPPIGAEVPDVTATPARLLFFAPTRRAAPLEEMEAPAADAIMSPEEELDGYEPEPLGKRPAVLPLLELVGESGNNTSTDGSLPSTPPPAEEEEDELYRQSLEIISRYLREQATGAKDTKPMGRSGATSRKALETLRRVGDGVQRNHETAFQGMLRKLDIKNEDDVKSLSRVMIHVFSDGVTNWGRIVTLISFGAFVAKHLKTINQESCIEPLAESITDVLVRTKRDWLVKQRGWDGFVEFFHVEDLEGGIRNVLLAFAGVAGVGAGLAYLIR
Bim-Bfl-1: inhibitors of Bim binding to Bfl-1, primary screen, biochemical, multiplexed, bead-based flow cytometry; hit rate 0.12% among 190,000; inhibition, % at 10 µM; Bcl-2-related protein A1 (Homo sapiens), Q16548; Bim-Bfl-1 binding inhibition; AID 1008, 2008;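 also: 0% = wells without compound plus tracer and 100% = blocker peptide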
Bim-Bcl-B: inhibitors of Bim-Bcl-B binding, primary screen, biochemical, multiplexed, human Bcl-2 family; Bcl-2-like protein 10 (Homo sapiens), Q9HD36; hit rate 0.073% among 190,000; inhibition, % at 10 µM; bead-based flow cytometry, Bim peptide-Bcl-B binding;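 also: 0% = tracer peptide without compound and 100% = reference inhibitor peptide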
Target sequence (Q9HD36 whole entry, looked up): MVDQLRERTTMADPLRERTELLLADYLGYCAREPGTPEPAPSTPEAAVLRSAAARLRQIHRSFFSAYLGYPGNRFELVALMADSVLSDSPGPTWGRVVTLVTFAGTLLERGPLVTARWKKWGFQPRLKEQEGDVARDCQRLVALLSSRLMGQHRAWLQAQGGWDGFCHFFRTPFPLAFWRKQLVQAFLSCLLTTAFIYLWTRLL
Bim-Bcl-W: inhibitors of Bim binding to Bcl-W, primary screen, biochemical, multiplexed, bead-based flow cytometry | Bcl-2-like protein 2 (Homo sapiens), Q92843 | Bim peptide-Bcl-W binding | inhibition, % at 10 µM | hit rate 0.02% among 190,000 | AID 952, 2007;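 also: 0% = bound tracer without compound and 100% = peptide blocker; higher means less fluorescent Bim peptide bound to Bcl-W beads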
Target sequence (Q92843 whole entry, looked up): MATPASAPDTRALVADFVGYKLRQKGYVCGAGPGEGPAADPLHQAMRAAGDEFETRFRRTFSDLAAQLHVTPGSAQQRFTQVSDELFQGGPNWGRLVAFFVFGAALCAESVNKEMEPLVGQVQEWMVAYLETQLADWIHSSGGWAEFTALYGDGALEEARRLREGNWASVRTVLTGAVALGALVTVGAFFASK
* hit, by the source's call; ? = inconclusive. Rule as the data show it, unless noted: active = inhibition above about 40%. This is a random part of the collection (roughly 0.94% active in at least one column).

SMILES	ABCG2 inh	RGS8-Gao	ABCB1 block	Bcl-2 Bim block	Bcl-XL Bim block	RGS4-Gao reg	RGS7-Gao	Mcl-1 Bim block	Bim-Bfl-1	Bim-Bcl-B	Bim-Bcl-W
O=C(NNC(=S)NC(=O)c1ccccc1[N+](=O)[O-])c1ccccc1[N+](=O)[O-]	-0.4	101.2	0.0	0.0	-2.0	100.7	104.1	2.0	0.0	-9.0	2.0
CN1C(=O)/C(=C\c2ccncc2)SC1=Nc1ccccc1	3.2	104.7	0.7	-4.0	-4.0	96.2	96.3	-1.0	-1.0	0.0	-1.0
Cc1ccc(N=Cc2cc(Cc3ccccc3Cl)cc([N+](=O)[O-])c2O)c(O)c1	3.7	98.9	1.0	2.0	-2.0	96.9	90.8	-3.0	4.0	-2.0	0.0
O=C(O)C1CCN(C(=O)c2ccccc2Cl)CC1	2.2	104.1	0.5	-1.0	0.0	105.0	103.5	0.0	-6.0	-1.0	1.0
CCOc1ncccc1C(=O)Nc1cccc(-c2nnc3n2CCCCC3)c1	6.6	98.2	0.9	1.0	9.0	96.9	?	5.0	-2.0	3.0	3.0
CC1CCN(c2cc(N(C)CCO)c([N+](=O)[O-])c3nonc23)CC1	5.2	103.5	0.5	0.0	1.0	107.6	105.1	9.0	-3.0	-2.0	2.0
Cc1cccc(S(=O)(=O)Nc2nc3ccccc3nc2NCc2ccco2)c1	2.8	139.3	1.1	-4.0	-6.0	109.4	116.4	0.0	1.0	1.0	2.0
Cc1ccc(NC(=O)CN(c2ccc(Cl)cc2)S(=O)(=O)c2cc([N+](=O)[O-])ccc2Cl)cc1	1.2	104.0	-0.2	-5.0	-7.0	100.4	102.9	-2.0	0.0	-1.0	-2.0
O=C(COC(=O)c1sc2cc(Cl)ccc2c1Cl)Nc1ncc(Cl)cc1Cl	15.8	101.2	0.9	-1.0	-2.0	100.3	104.6	1.0	-3.0	0.0	0.0
CCOc1ccc2nc(NC(=O)CSc3nc4c(c(=O)n(C)c(=O)n4C)n3C(C)C)sc2c1	4.3	101.3	0.7	-3.0	-2.0	97.3	97.9	-1.0	-11.0	-6.0	3.0
CCOC(=O)/C(=C\c1cccnc1)C(=O)c1cc(C(C)=O)c(Nc2ccccc2)s1	3.5	88.0	2.6	1.0	4.0	101.2	102.8	2.0	19.0	0.0	10.0
O=C(CO/N=C/c1ccc(OC(F)F)cc1)NCc1cccs1	6.2	105.0	0.4	-5.0	-2.0	103.6	101.6	-4.0	-8.0	-7.0	-3.0
COc1ccc(N=C2SC(CC(=O)Nc3ccc(F)cc3)C(=O)N2Cc2ccco2)cc1 (stereo not drawn)	39.1	94.8	-0.5	-1.0	-6.0	96.0	95.7	-10.0	2.0	-10.0	-7.0
CNC(=O)CCn1nc(-c2ccccc2)c2ccccc2c1=O	0.0	101.0	-0.1	-5.0	-5.0	99.8	101.1	1.0	-6.0	-8.0	1.0
N=c1c2c3c(sc2nc2n1CCCCC2)CCCC3	1.0	102.0	0.1	9.0	-6.0	101.4	104.4	-2.0	0.0	-9.0	0.0

In the list so far, these have fluorine:
SMILES	ABCG2 inh	RGS8-Gao	ABCB1 block	Bcl-2 Bim block	Bcl-XL Bim block	RGS4-Gao reg	RGS7-Gao	Mcl-1 Bim block	Bim-Bfl-1	Bim-Bcl-B	Bim-Bcl-W
O=C(CO/N=C/c1ccc(OC(F)F)cc1)NCc1cccs1	6.2	105.0	0.4	-5.0	-2.0	103.6	101.6	-4.0	-8.0	-7.0	-3.0
COc1ccc(N=C2SC(CC(=O)Nc3ccc(F)cc3)C(=O)N2Cc2ccco2)cc1 (stereo not drawn)	39.1	94.8	-0.5	-1.0	-6.0	96.0	95.7	-10.0	2.0	-10.0	-7.0

Next part.
SMILES	ABCG2 inh	RGS8-Gao	ABCB1 block	Bcl-2 Bim block	Bcl-XL Bim block	RGS4-Gao reg	RGS7-Gao	Mcl-1 Bim block	Bim-Bfl-1	Bim-Bcl-B	Bim-Bcl-W
Cc1cc(C)n(CC(=O)N2CCCC(C(=O)c3cccc(OC(C)C)c3)C2)n1 (stereo not drawn)	0.5	95.6	0.9	-5.0	-4.0	94.1	85.3	-1.0	-7.0	-4.0	0.0
CCSc1cc(C2C(C(=O)OC)=C(C)NC3=C2C(=O)CCC3)c(C)o1 (stereo not drawn)	2.5	90.3	0.2	-5.0	-1.0	92.3	93.6	-3.0	-2.0	-5.0	-2.0
CCC(=NCCc1ccc(OC)c(OC)c1)C1=C(O)CC(C)(C)CC1=O	0.8	101.2	-0.1	-6.0	-2.0	101.6	99.4	0.0	-10.0	-3.0	-1.0
Fc1ccc(-c2ccnc3nc(N4CCN(c5ccccc5)CC4)nn23)cc1	4.8	98.5	0.7	2.0	0.0	94.9	100.0	0.0	-2.0	2.0	4.0
CN(C(=O)c1ccc(S(=O)(=O)NC2CCCC2)cc1)C1CCCCC1	1.3	101.5	0.9	-7.0	-12.0	102.7	101.8	2.0	-5.0	-7.0	-2.0
CCN(CC)C(=S)SCC(=O)c1c(C)[nH]c2ccccc12	0.1	99.6	0.0	-9.0	-6.0	98.8	100.4	-3.0	-10.0	-9.0	-5.0
N#Cc1c(N)sc2c1CCN(CCc1ccccc1)C2	0.8	100.0	0.0	-2.0	-9.0	107.4	101.3	-7.0	-4.0	-9.0	-6.0
CC(=O)N1CCN(c2ccc(S(C)(=O)=O)cc2[N+](=O)[O-])CC1	0.1	104.1	0.1	0.0	-2.0	99.8	104.2	0.0	-1.0	-3.0	1.0

Record cards, from the list above:
Fc1ccc(-c2ccnc3nc(N4CCN(c5ccccc5)CC4)nn23)cc1 in the list: ABCG2 inh: 4.8; RGS8-Gao: 98.5; ABCB1 block: 0.7; Bcl-2 Bim block: 2.0; Bcl-XL Bim block: 0.0; RGS4-Gao reg: 94.9; RGS7-Gao: 100.0; Mcl-1 Bim block: 0.0; Bim-Bfl-1: -2.0; Bim-Bcl-B: 2.0; Bim-Bcl-W: 4.0
CCSc1cc(C2C(C(=O)OC)=C(C)NC3=C2C(=O)CCC3)c(C)o1 (stereo not drawn) in the list: ABCG2 inh: 2.5; RGS8-Gao: 90.3; ABCB1 block: 0.2; Bcl-2 Bim block: -5.0; Bcl-XL Bim block: -1.0; RGS4-Gao reg: 92.3; RGS7-Gao: 93.6; Mcl-1 Bim block: -3.0; Bim-Bfl-1: -2.0; Bim-Bcl-B: -5.0; Bim-Bcl-W: -2.0
N#Cc1c(N)sc2c1CCN(CCc1ccccc1)C2 in the list: ABCG2 inh: 0.8; RGS8-Gao: 100.0; ABCB1 block: 0.0; Bcl-2 Bim block: -2.0; Bcl-XL Bim block: -9.0; RGS4-Gao reg: 107.4; RGS7-Gao: 101.3; Mcl-1 Bim block: -7.0; Bim-Bfl-1: -4.0; Bim-Bcl-B: -9.0; Bim-Bcl-W: -6.0
